# MEP2-GFP yeast: modulators of MEP2-GFP levels in yeast, primary screen, S. cerevisiae, multiplex flow cytometry, MLPCN library. GFP response vs DMSO, % at 10 µM. S. cerevisiae MEP2-GFP strain, 3 h; 100% = DMSO control level. 0.51% of 330,000 active;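 active = GFP response versus DMSO above a set limit, roughly screen mean plus 3 SD, cut at about 180% in these data; inconclusive = fewer than 70 cells counted for a yeast strain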;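 also: median GFP fluorescence of the barcode-gated MEP2-GFP cells per well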
# LAP4 TOR yeast: modulators of LAP4-GFP expression in yeast, primary screen, S. cerevisiae, multiplex flow cytometry, MLPCN library; 3 h; median GFP as percent of DMSO wells; GFP response vs DMSO, % at 10 µM; 0.34% of 320,000 active; AID 2023, 2009;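 active = GFP response vs DMSO above a set limit, about the screen mean plus 3 SD, cut at about 150% in these data; inconclusive = under 70 cell events counted for the yeast strain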
# CR mimetic SO: reduction of superoxide in aged yeast, primary screen, HTS. S. cerevisiae aged cells, superoxide DHE fluorescence; active compounds read low. superoxide response (% of plate mean), % at 10 µM. 0.18% of 330,000 active;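 active = superoxide response under a set limit, about three screen SD below normal, cut at about 65% in these data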;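 also: yeast aged for seven days with compound at 30 °C before DHE staining; 100% = average MFI of all compound-treated wells on the plate with controls excluded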
# RPL19A TOR yeast: RPL19A-GFP expression modulators in yeast, primary screen, cell-based, S. cerevisiae, multiplex flow cytometry, MLPCN | 0.3% of 330,000 active | S. cerevisiae RPL19A-GFP strain, 3 h; active compounds read low | percent response vs DMSO, % at 10 µM;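 active = percent response vs DMSO below 50%; inconclusive = fewer than 70 events counted for the yeast strain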;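 also: median channel GFP fluorescence of the barcoded RPL19A-GFP strain; ratio of sample median GFP to plate DMSO average so 100% = DMSO; lower means less RPL19A-GFP as with rapamycin TOR inhibition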
# procasp3 activ: activators of human procaspase-3 D3A mutant, primary screen, biochemical, absorbance, PC-3 D3A mutant, single concentration; activation, % at 8.5 µM; 0.11% of 330,000 active; Caspase-3 (Homo sapiens), P42574; recombinant procaspase-3 D3A, Ac-DEVD-pNA absorbance 405 nm;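 active = activation above the mean of all tested compounds plus 3 SD, cut at about 21% in these data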;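 also: 0% = DMSO alone and 100% = DMSO wells spiked with extra 5 µM PC-3 D3A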
# Target sequence (P42574 whole entry D9A/D28A/D175A): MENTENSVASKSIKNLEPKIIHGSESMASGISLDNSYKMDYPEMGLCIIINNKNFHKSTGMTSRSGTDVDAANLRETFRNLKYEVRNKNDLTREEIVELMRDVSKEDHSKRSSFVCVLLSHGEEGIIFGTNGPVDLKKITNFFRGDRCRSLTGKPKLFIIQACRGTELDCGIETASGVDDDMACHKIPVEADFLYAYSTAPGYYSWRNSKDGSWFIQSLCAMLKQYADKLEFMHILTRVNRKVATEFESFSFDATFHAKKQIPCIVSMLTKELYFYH
#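 Test system: Procaspase-3 D3A mutant, all three cleavage aspartates alanine | Dosing: Single dose, 8.5 µM nominal compound, 0.8% DMSO | Schedule: 1 h preincubation, 2 h reaction | Technique: 405 nm absorbance of p-nitroaniline, reads at 0 and 120 min | Repeats: One well per compound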
# JMJD2C inh: inhibitors of GASC-1 histone demethylase, primary screen, biochemical, fluorescence, DELFIA europium; Lysine-specific demethylase 4C (Homo sapiens), Q9H3R0; GST-JMJD2C(1-420) H3K9me3 demethylation; inhibition, % at 2.35 µM; 0.069% of 330,000 active; AID 2099, 2009;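 active = more than half of a compound's replicate wells show inhibition beyond 50%, single wells judged on their own value; inconclusive = some, but no more than half, of replicates pass 50% inhibition; inactive = no replicate passes 50% inhibition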;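 also: signal counts dimethyl H3K9 product captured on neutravidin plate; 0% = median of DMSO wells and 100% = 0.3 times that DMSO median; strong numbers were not always called active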
# Target sequence (Q9H3R0 1-420 limits assumed): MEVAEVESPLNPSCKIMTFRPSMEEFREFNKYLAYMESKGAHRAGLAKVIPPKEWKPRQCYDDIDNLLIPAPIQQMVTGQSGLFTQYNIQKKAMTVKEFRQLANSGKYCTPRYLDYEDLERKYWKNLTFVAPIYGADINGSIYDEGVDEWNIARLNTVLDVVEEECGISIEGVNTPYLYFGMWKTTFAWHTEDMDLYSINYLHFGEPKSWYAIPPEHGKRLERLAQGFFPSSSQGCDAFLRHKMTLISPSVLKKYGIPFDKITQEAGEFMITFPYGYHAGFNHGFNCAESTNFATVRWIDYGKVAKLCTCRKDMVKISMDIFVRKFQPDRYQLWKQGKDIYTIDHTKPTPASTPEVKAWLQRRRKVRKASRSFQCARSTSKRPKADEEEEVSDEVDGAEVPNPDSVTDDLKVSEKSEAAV
# AHR activator: AHR activators, primary screen, cell-based, luminescence, luciferase reporter, human; Aryl hydrocarbon receptor (Homo sapiens), P35869; 2.5% of 320,000 active; AID 2796, 2010; AHR-responsive luciferase reporter cells; activation, % at 5 µM; in the data active = activation above about 47%;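 also: 0% = vehicle wells and 100% = reference agonist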
# proCasp7 act: procaspase-7 activators, primary screen, counter-screen for procaspase-3 activator project, biochemical, absorbance, HTS, human. Caspase-7 (Homo sapiens), P55210. recombinant procaspase-7, Ac-DEVD-pNA absorbance 405 nm; D23A/D198A/D206A triple mutant, cannot self-cleave; scale: DMSO 0, 5 µM enzyme 100. activation, % at 8.5 µM. 0.093% of 330,000 active. AID 463210, 2010;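 active = percent activation above the screen-wide mean plus 3 SD, cut at about 25% in these data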
# Target sequence (P55210 whole entry D23A/D198A/D206A): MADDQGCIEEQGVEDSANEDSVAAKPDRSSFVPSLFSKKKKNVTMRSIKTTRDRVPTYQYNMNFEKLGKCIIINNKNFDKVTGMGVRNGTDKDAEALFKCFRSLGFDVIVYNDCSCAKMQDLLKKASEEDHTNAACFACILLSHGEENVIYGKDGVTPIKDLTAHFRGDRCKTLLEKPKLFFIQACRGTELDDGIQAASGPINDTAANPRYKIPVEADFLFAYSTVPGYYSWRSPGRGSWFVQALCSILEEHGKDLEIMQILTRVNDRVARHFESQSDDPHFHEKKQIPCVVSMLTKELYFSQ
#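 Assay system – Uncleavable procaspase-7 mutant enzyme · Quantity – 2 µM procaspase-7 mutant as dispensed · Times – 1 h preincubation, 2 h reaction · Dosing – single nominal 8.5 µM compound dose, 0.8% DMSO final · Buffer or medium – Zinc-free 50 mM HEPES buffer, pH 7.4, with NaCl and Triton X-100 · Detection – Epi-absorbance of released pNA at 405 nm, two timepoints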
# An asterisk follows results filed as active; ? = inconclusive; nt = no result given; & = joins results of further samples.
SMILES,MEP2-GFP yeast,LAP4 TOR yeast,CR mimetic SO,RPL19A TOR yeast,procasp3 activ,JMJD2C inh,AHR activator,proCasp7 act
Cc1ccc(S(=O)(=O)N2CC=C(C(=O)NCc3ccccc3)CC2)cc1,105,97,91,98,-5,3,0,-5
Cc1c(C)c2ccc(OC(C)C(=O)NCCN3CCOCC3)c(C)c2oc1=O (stereo not given),100,98,109,97,1,?,2,-4
COc1ccc(Cl)cc1Nc1nc(-c2sc(NC(=O)c3ccco3)nc2C)cs1,96,110,99,101,4,19,106*,-3
CCCNc1nc(C)cc(-c2cc(-c3ccccc3)on2)n1,103,116,105,97,0,-1,10,-15
N=c1c(S(=O)(=O)c2ccc(Br)cc2)cc2c(=O)n3ccccc3nc2n1C1CCCC1,108,96,112,101,-9,60,2,6
COc1cc(-c2cc(-c3ccc(O)cc3)nc(N)c2C#N)ccc1O,95,108,100,101,4,7,3,8
CC(C)Nc1oc(-c2cccc3ccccc23)nc1C#N,106,97,104,99,7,3,25,8
Cc1cc(C)c2cc3c(N)c(C(=O)N4CCOCC4)sc3nc2c1,100,97,98,92,-12,0,23,-21
Cc1cc(Br)cc(Br)c1OCC(=O)NNC(=O)CCC(=O)NCc1ccccc1,95,68,105,112,nt,-4,nt,nt
Cn1c(C(=O)N2CCN(Cc3ccc4c(c3)OCO4)CC2)cc2c(=O)n(C)c3ccccc3c21,107,99,100,99,2,-2,15,4
Cc1ccc(S(=O)(=O)NCC(c2ccco2)N2CCc3ccccc32)cc1 (stereo not given),101,106,98,102,6,-11,3,5
CC1CCN(C(=O)C(Cc2ccccc2)n2cccc2)CC1 (stereo not given),100,104,82,102,-11,0,0,2
O=C(NCCc1c[nH]c2ccccc12)C(F)(F)C(F)F,105,95,103,92,0,6,3,2
N#Cc1cccnc1Oc1ccccc1,100,101,97,98,7,90,1,5
O=C(O)c1ccc(COc2ccccc2C=C2C(=O)c3ccccc3C2=O)cc1,101,104,121,102,-2,1,11,-10
Cc1cccc(OCC(=O)NCC(=O)N/N=C/c2cc(Br)cc(Br)c2O)c1,96,87,117,92,-5,7,12,4
Cc1ccc(-c2csc(Nc3ccc(S(N)(=O)=O)cc3)n2)o1,99,103,99,96,-16,1,2,-38
O=C(Cn1ncc2c(=O)oc3ccccc3c21)N(Cc1ccco1)C1CCCCC1,112,118,98,99,6,-9,-1,3
COc1cc(/C=N/NC(=O)C(=O)Nc2ccccn2)ccc1O,107,78,101,104,6,3,2,-5
N#Cc1ccc(-c2ccc(OCC(=O)NCCCN3CCCC3=O)cc2)cc1,92,131,102,86,8,-1,-1,5
COCCCNC(=O)CCc1c(C)nc2c(-c3ccc(F)cc3)c(C)nn2c1C,96,100,92,92,8,5,1,7
CCOC(=O)c1c(C)oc2cc(Sc3ccccc3)c(O)c(O)c12,98,121,110,97,-11,-6,1,-9
CN(CCO)S(=O)(=O)c1ccc2c(c1)C(=NNC(N)=O)c1cc(S(=O)(=O)N(C)CCO)ccc1-2,103,103,103,100,-3,7,4,-8
CC(=O)NC1(NC(C)=O)CCN(C)C(c2ccccc2)C1C (stereo not given),91,95,77,100,-7,11,-1,7
COCCN(C(=O)COC(=O)CCCOc1ccc(OC)cc1)c1c(N)n(Cc2ccccc2)c(=O)[nH]c1=O,98,95,81,89,0,-2,-1,-6
COc1ccc(COC(=O)NC(C(=O)O)c2ccccc2)cc1 (stereo not given),84,97,99,95,6,1,1,-6
COc1ccc(/C=C2\SC(=S)N(CC(=O)OCC(=O)Nc3ccc(C)cc3Cl)C2=O)cc1,92,94,108,91,-7,1,1,-1
Cc1cccc(C)c1OCc1cc(C(=O)N2CCC[C@H]2C(N)=O)no1,112,98,102,120,nt,-33,nt,nt
COc1ccccc1Nc1ncc(C(=O)N2CCC(C(N)=O)CC2)c2ccccc12,101,94,95,96,2,-2,5,8
COc1cccc(N2CCN(C(=S)Nc3ccccc3OC)CC2)c1,117,98,99,106,4,-4,-2,11

# An excerpt from above in order of length of the SMILES, descending.
SMILES,MEP2-GFP yeast,LAP4 TOR yeast,CR mimetic SO,RPL19A TOR yeast,procasp3 activ,JMJD2C inh,AHR activator,proCasp7 act
COc1ccc(Cl)cc1Nc1nc(-c2sc(NC(=O)c3ccco3)nc2C)cs1,96,110,99,101,4,19,106*,-3
Cc1ccc(S(=O)(=O)N2CC=C(C(=O)NCc3ccccc3)CC2)cc1,105,97,91,98,-5,3,0,-5
Cc1ccc(-c2csc(Nc3ccc(S(N)(=O)=O)cc3)n2)o1,99,103,99,96,-16,1,2,-38
CCCNc1nc(C)cc(-c2cc(-c3ccccc3)on2)n1,103,116,105,97,0,-1,10,-15
CC1CCN(C(=O)C(Cc2ccccc2)n2cccc2)CC1 (stereo not given),100,104,82,102,-11,0,0,2

# New compounds follow
SMILES,MEP2-GFP yeast,LAP4 TOR yeast,CR mimetic SO,RPL19A TOR yeast,procasp3 activ,JMJD2C inh,AHR activator,proCasp7 act
O=c1[nH][nH]c2ccccc2c1=O,97,96,136,98,-5,2,22,-9
Cc1noc(NS(=O)(=O)c2ccc(NC(=O)CC(C)C)cc2)c1C,98,87,97,99,4,10,-3,0
CC(Nc1nc(-c2ccccc2O)nc2ccccc12)c1ccccc1 (stereo not given),97,110,106,98,-7,-8,17,-12
O=c1ccc(Cl)n[nH]1,105,90,100,105,4,-34,1,0
Cc1ccc(CNC(=S)NCc2ccncc2)cc1,107,95,89,101,-10,-2,7,-8
N=C(c1ccc([N+](=O)[O-])cc1)N1CCCCCC1,102,116,111,96,6,3,0,15
O=c1onc(-c2c(F)cccc2F)n1-c1ccccc1Cl,123,107,108,101,9,-2,3,-1
CC(=O)Nc1ccc(S(=O)(=O)N=S(C)C)cc1,100,91,98,98,-12,9,-1,-1
Cc1oc(-c2ccc(-c3ccccc3)cc2)nc1CN(C)C1CCOC1 (stereo not given),96,110,103,97,5,5,0,5
O=C(c1ccc2c(c1)OCO2)N1CCCN(C(=O)c2ccc3c(c2)OCO3)CC1,114,116,99,108,4,33,0,5
O=C(c1ccccc1Oc1ccccc1)N1CCN(c2ccc(F)cc2)CC1,96,104,99,96,3,-2,9,5
Cc1ccc(S(=O)(=O)N2[C@@H](c3ccc(F)cc3)C(C(=O)O)=CC[C@H]2c2ccc(C(C)C)cc2)cc1,90,127,90,100,-6,-4,1,3
COc1cccc(NC(=O)CSc2ccc(-c3sc(C)nc3C)nn2)c1,105,113,112,103,-10,-1,3,1
C/C=C(\C)C(=O)OC1c2c(ccc3ccc(=O)oc23)OC(C)(C)C1OC(C)=O (stereo not given),107,110,101,104,0,2,3,6
COc1ccc(NC(=O)NNC(=O)COc2ccc([N+](=O)[O-])c(C)c2)cc1OC,100,88,92,99,-5,-1,3,-2
CCOC(=O)N1CCc2c(sc3nc[nH]c(=O)c23)C1,109,110,77,103,-12,-4,-1,9
CC(C)N1CC(C(=O)Nc2ccc(Cl)c([N+](=O)[O-])c2)CC1=O (stereo not given),92,78,105,102,6,14,0,-4
CCN(CC)c1ccc2cc(S(=O)(=O)c3ccc(C)cc3)c(=O)oc2c1,92,89,103,95,-6,1,3,-2
N#C/C(=C\c1ccc(OCc2ccc(C(=O)O)cc2)cc1)C(=O)NCc1ccccc1,105,89,101,105,-3,-3,3,8
Brc1cnc(N2CCCC2)nc1N1CCOCC1,97,104,100,95,2,1&-5,18,-4
O=C(N/N=C/c1cc(Cl)ccc1O)C(=O)Nc1ccccc1OC(F)(F)C(F)F,96,99,93,99,-10,7,3,-25
CC1=CC(C)(C)Nc2cc(C)c(C)cc21,100,96,95,94,4,nt,5,1
COCc1ccccc1Cn1cnc2c1c(=O)n(C)c(=O)n2C,105,102,104,101,-3,4,1,11
O=C(COc1ccc(Br)cc1)OCc1nnc(-c2ccccc2)o1,103,98,96,98,2,11,-3,-11
CCOc1ccc(N(CC(=O)NCc2ccc(OC)cc2)S(C)(=O)=O)cc1,108,92,97,102,-4,-5,5,-1
CC(C)(C)c1ccc(O)c(N)c1,104,106,97,101,-16,2,48*,-19
CCOc1ccc2nc(NC(=O)c3ccc(OC)c(S(=O)(=O)N4CCOCC4)c3)sc2c1,93,99,106,98,7,5,-1,10
O=C(CCN1CCc2ccccc2C(c2ccccc2)C1)c1ccc2c(c1)OCCO2 (stereo not given),100,106,112,102,-16,6,-2,-23
CCOC(=O)c1c(SCc2ccccc2)n[nH]c1N,103,89,101,107,-4,0,1,2
Cc1ccc(N2CC(C(=O)Nc3cc(C)on3)CC2=O)cc1 (stereo not given),100,96,111,96,6,11,1,5
O=C1OC2CC3CC1CC(O)(C3)C2 (stereo not given),100,101,100,99,5,35,-1,-4
O=C(N=Nc1c(O)[nH]c2ccc([N+](=O)[O-])cc12)c1cc(-c2ccccc2Cl)nc2ccccc12,102,87,121,106,3,11,9,3
Cn1c(SCC(=O)Nc2sccc2C#N)nnc1-c1ccccc1,109,103,93,95,3,-1,4,14
COC(=O)C(Cc1cnc(Cl)s1)(C(=O)OC)c1ccc(C(F)(F)F)cc1[N+](=O)[O-],101,99,100,101,5,nt,8,3

# Laid out differently: 2 of the compounds above
# Every second line gives: MEP2-GFP yeast, LAP4 TOR yeast, CR mimetic SO, RPL19A TOR yeast, procasp3 activ, JMJD2C inh, AHR activator, proCasp7 act
- Cn1c(SCC(=O)Nc2sccc2C#N)nnc1-c1ccccc1
    109, 103, 93, 95, 3, -1, 4, 14
- O=C1OC2CC3CC1CC(O)(C3)C2 (stereo not given)
    100, 101, 100, 99, 5, 35, -1, -4

# Source: PubChem BioAssay
